Abeta yeast res: restores growth of yeast expressing A-beta42 peptide | yeast expressing A-beta42, growth rescue, OD600, 48 h; response scale: 0% DMSO, 100% iron-clioquinol control | Potency, µM (titrated, usually from 46.1 µM), for the others: at the top dose growth rescue, actives largely listed as activators | 410,000 compounds, 0.063% hits | AID 1347071; further: potency means the concentration at half of the fitted maximal effect; nearly all actives have a fitted effect of over 55% in size
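Yeast A-beta toxicity model in growth medium with pinned compounds, 48 h at 30 C; growth read as absorbance at 600 nm. Normalized to FeCl3/clioquinol equimolar mix (positive) and DMSO (negative).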
D3 antag: antagonists of human D3 dopamine receptor. D3R cells, DiscoveRx beta-arrestin luminescence, antagonist mode; active compounds read low. P35462. AID 652054. 360,000 compounds, 2.5% hits. max response, negative = inhibition, %; in the data active means max response below about -50%; inconclusive means no clear call, values can overlap the other calls; further: on the % scale 0 is the no-effect control and ±100 the full control effect; mostly tested at two doses, the higher about 12 µM
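Cells plated overnight at 1500 cells/well, then exposed to library compounds with dopamine controls for 90 minutes at 37 degrees C. DiscoveRx reagent added for 30–60 minutes at room temperature; luminescence read, quantitative HTS format.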
EPAC2 agonist: EPAC2 (human) agonism. AID 720711. 360,000 compounds, 0.079% hits. Potency, µM (doses to about 154 µM), for the others: at the highest dose activation, most hits filed as activators. Q8WZA2. EPAC2 activation, biochemical qHTS; response scale: 100% = 6.5 mM cAMP response; further: potency means the concentration at half of the fitted maximal effect; nearly all actives have a fitted effect of over 50% in size
Target sequence (Q8WZA2 whole entry, looked up): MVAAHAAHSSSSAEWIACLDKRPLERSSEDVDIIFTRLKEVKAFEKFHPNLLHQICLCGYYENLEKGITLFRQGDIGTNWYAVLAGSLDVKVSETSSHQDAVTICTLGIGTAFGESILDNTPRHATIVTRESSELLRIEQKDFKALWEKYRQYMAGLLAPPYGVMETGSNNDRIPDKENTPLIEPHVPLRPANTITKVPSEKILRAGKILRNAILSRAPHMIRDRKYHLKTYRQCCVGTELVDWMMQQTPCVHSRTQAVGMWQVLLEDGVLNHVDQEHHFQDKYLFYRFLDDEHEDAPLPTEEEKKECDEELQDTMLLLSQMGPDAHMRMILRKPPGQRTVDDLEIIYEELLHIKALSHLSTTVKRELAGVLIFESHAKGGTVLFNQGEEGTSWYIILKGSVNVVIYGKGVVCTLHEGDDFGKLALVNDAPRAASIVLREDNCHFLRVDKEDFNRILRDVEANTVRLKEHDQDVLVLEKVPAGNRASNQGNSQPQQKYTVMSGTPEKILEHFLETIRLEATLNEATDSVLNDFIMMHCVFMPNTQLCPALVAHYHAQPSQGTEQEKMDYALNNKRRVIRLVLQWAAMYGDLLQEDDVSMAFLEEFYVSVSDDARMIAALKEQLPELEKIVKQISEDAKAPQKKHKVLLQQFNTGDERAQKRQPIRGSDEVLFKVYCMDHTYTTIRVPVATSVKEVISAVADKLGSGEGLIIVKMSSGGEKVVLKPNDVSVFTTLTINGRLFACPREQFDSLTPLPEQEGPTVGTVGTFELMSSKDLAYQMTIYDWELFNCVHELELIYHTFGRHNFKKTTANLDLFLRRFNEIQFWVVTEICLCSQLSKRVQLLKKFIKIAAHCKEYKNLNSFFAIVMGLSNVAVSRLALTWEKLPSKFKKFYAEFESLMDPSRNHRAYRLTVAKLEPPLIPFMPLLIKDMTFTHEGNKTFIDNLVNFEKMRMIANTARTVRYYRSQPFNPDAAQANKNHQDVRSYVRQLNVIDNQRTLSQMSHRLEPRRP
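Guanine nucleotide exchange by EPAC2 is measured as reduced fluorescence of BODIPY-GDP once it is released from 250 nM Rap1B. Plates are read kinetically for 30 min at room temperature; results are scaled to 6.5 mM cAMP.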
TDP43 rescue: rescues yeast growth from TDP-43 toxicity; TDP-43 expressing yeast growth rescue, BacTiter-Glo, 24 h; Potency, µM (series often up to 46.1 µM), for inactives: top-dose growth rescue (activation), usual class: activators; 410,000 compounds, 1.8% hits; AID 652104; further: potency means the concentration at half of the fitted maximal effect; % of control where 0% means no effect; nearly all actives have a fitted effect of over 50% in size
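Readout is BacTiter-Glo luminescence of cell growth, so inhibitors register as activators. TDP-43-expressing yeast at OD600=0.02 in galactose medium, after raffinose pregrowth to mid-log, were incubated with compound for 24 hr at 30 deg C.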
D3 ag: D3 dopamine receptor (human) agonism. P35462. D3R DiscoveRx beta-arrestin cells, luminescence, 90 min. max activation, %. 410,000 compounds, 0.58% hits; in the data active means max activation above about 30%; further: 0% is about no effect; mostly tested at two doses, the higher about 12 µM
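Agonist mode: compounds and dopamine controls were applied to plated cells for 90 min at 37 degrees C after an overnight attachment at 1500 cells/well. Luminescent read-out followed 30 - 60 minutes at room temperature with DiscoveRx detection reagent.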
EPAC2 antagonist: EPAC2 (human) antagonism | EPAC2 GEF exchange of Rap1B-BODIPY-GDP, fluorescence | Potency, µM (doses to about 114 µM), for inactives: top-dose activity, negative = inhibition, usual class: inhibitors | 360,000 compounds, 0.18% hits | AID 720708; further: potency means the concentration at half of the fitted maximal effect; on the % scale 0 is the no-effect control and ±100 the full control effect; nearly all actives have a fitted effect of over 45% in size; many of its hits are not listed in these tables
aSyn rescue: rescues yeast growth from alpha-synuclein toxicity. Potency, µM (highest dose often 46.1 µM), inactives show at the top dose growth rescue (activation), most hits filed as activators. 370,000 compounds, 0.14% hits. Yeast expressing alpha-synuclein, growth rescue, BacTiter-Glo, 24 h; further: potency means the concentration at half of the fitted maximal effect; % of control where 0% means no effect; nearly all actives have a fitted effect of over 65% in size
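Readout is rescue of growth in alpha-synuclein-expressing yeast, so inhibitors of toxicity appear as activators. Growth after 24 hr at 30 deg C in galactose medium is quantified by luminescence.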
FUS yeast rescue: rescues growth of FUS-expressing yeast; 390,000 compounds, 0.24% hits; S. cerevisiae FUS-expressing, growth rescue, OD600, 24 h; Potency, µM (top dose mostly 76.6 µM), for the others: at the top dose growth rescue (activation), hits mostly activators;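 further: potency means the concentration at half of the fitted maximal effect; plate controls were DMSO vehicle for no effect and reference control for full effect; nearly all actives have a fitted effect of over 55% in size; some results filed as inactive show a strong effect at the top dose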
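Yeast FUS proteinopathy model; galactose-induced FUS (2%), starting OD 0.005. Cpds in dilution series, 24hr, 30C, 99% humidity. Abs 600 nm growth. Pos ctrl CP55940 (top 92uM final); neg ctrl DMSO.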
* hit, by the source's call; ? = inconclusive; nt = no result given; [ ] = dose if it differs, or a comment. Unless noted, the call rests on the fitted dose curve; in most records, active means well fitted curve in the direction sought with a large enough effect; inconclusive means small, poorly fitted or top-dose-only effect, or another doubt; inactive means no such curve, though single readings can be large; an effect the other way counts as inactive or inconclusive. Only part of the results is shown, so the mix of outcomes need not match the whole.

SMILES	Abeta yeast res	D3 antag	EPAC2 agonist	TDP43 rescue	D3 ag	EPAC2 antagonist	aSyn rescue	FUS yeast rescue
CCc1nnc(NC(=O)[C@@H]2CCCN2S(=O)(=O)c2ccc3c(c2)OCCO3)s1	3%	17	6%	-3%	5	-5%	0%	-7%
Cc1ccc(CNC(=O)COc2ccc(C)nc2[N+](=O)[O-])cc1	-2%	5	-6%	0%	1	3%	-3%	-8%
O=C(Nc1ccc(F)cc1)c1oc2ccccc2c1NC(=O)C1CCCC1	-21%	30	-1%	12%	3	15%	4%	nt
c1ccc(CCn2cnc3ccccc32)cc1	11%	-20	6%	nt	7	6%	-3%	10%
CC(C)CC(=O)N1CCN(Cc2ccccc2[N+](=O)[O-])CC1	-2%	-9	21%	5%[9.22 µM]	-10	7%	-10%	14%
Cn1c(=O)cc(SCC(=O)NCCCN2CCN(c3ccc(F)cc3)CC2)c2ccccc21	5%	-69*	6%	-4%	-7	-2%	-2%	8%
Cc1ccc(-c2noc(CN(C(=O)CCCCCN3C(=O)c4ccccc4C3=O)C(C)C)n2)cc1	1%	13	4%	5%	2	-3%	1%	30%
Nc1nnnn1/N=C/c1cc(Br)ccc1O	-21%	0	7%	-19%	-6	-2%	-1%	-11%
CCn1c(=O)n(CC)c2cc(N3CCCCC3)c(NC(=O)Nc3cc(Cl)ccc3OC)cc21	0%	nt	nt	?	1	nt	nt	?
CCOc1ccc(N2C(=O)CC(N3CCN(c4ccc(C(=O)c5ccncc5)cc4)CC3)C2=O)cc1 (stereo unspecified)	-6%	-5	-4%	-3%	2	0%	6%	17%

4 entries from above in a different format:
Screens in order: Abeta yeast res	D3 antag	EPAC2 agonist	TDP43 rescue	D3 ag	EPAC2 antagonist	aSyn rescue	FUS yeast rescue
Nc1nnnn1/N=C/c1cc(Br)ccc1O
→ -21%	0	7%	-19%	-6	-2%	-1%	-11%
Cn1c(=O)cc(SCC(=O)NCCCN2CCN(c3ccc(F)cc3)CC2)c2ccccc21
→ 5%	-69*	6%	-4%	-7	-2%	-2%	8%
CCn1c(=O)n(CC)c2cc(N3CCCCC3)c(NC(=O)Nc3cc(Cl)ccc3OC)cc21
→ 0%	nt	nt	?	1	nt	nt	?
CCc1nnc(NC(=O)[C@@H]2CCCN2S(=O)(=O)c2ccc3c(c2)OCCO3)s1
→ 3%	17	6%	-3%	5	-5%	0%	-7%

Other records:
SMILES	Abeta yeast res	D3 antag	EPAC2 agonist	TDP43 rescue	D3 ag	EPAC2 antagonist	aSyn rescue	FUS yeast rescue
O=C(Nc1nnc(-c2ccc(Cl)cc2)o1)c1ccccc1Br	?	-2	7%	7.1µM*	-6	-9%	?	-29%
CCOC(=O)c1ccc(NC(=S)NCCCN2CCCC2=O)cc1	24%	-21	9%	10%	0	6%	2%	14%
Cc1ccc(S(=O)(=O)CCC(=O)OC(C)C(=O)Nc2ccc(N3CCOCC3)cc2)cc1 (stereo unspecified)	-2%	-9	0%	2%	-1	12%	2%	5%
CCOc1ccc(NC(=S)Nc2cccc3cnccc23)cc1	-11%	-14	8%	5%	-5	11%	0%	nt
COc1ccc(C(=O)NN(c2ccccc2)c2ccccc2)cc1	-9%	20	8%	-8%	-14	1%	0%	-1%
CN1CCN(CC(=O)Nc2ccc(Oc3ccccc3)cc2)CC1	13%	-7	6%	-18%	-18	-7%	0%	15%
C[n+]1cc[nH]c1SCC(=O)c1ccc(Cl)cc1	13%	4	3%	-16%	5	11%	13%	22%
COC(=O)CC1C(=O)NCCN1C(=O)c1oc2c(C)c(C)ccc2c1C (stereo unspecified)	-3%	20	1%	16%	6	-6%	2%	4%
CC(C)c1cccc(-c2csc(C(C)(O)c3cccc(F)c3)n2)c1 (stereo unspecified)	4%	0	0%	-64%[inhibitor]	-8	-22%	-64%[inhibitor]	11%
Cc1ccsc1CCNC(=O)C1CCC(=O)N(CCc2cccc(F)c2)C1 (stereo unspecified)	-12%	-5	-1%	-2%	1	4%	-1%	38%
CC(=O)NC(=S)Nc1ccc(NC(=O)COc2ccc(Cl)cc2Cl)cc1	-1%	-14	2%	15%	0	6%	-6%	16%
Cc1cccc(Nc2ccc3nonc3c2[N+](=O)[O-])c1C	-10%	4	1%	8%	11	-4%	2%	12%
CN(Cc1nc2ccccc2c(=O)[nH]1)C(=O)c1cc(-c2ccc(Br)cc2)nc2ccccc12	-22%	26	-3%	4%	5	7%	-16%	nt
CC1(O)CC(c2ccc(Cl)cc2)=NN1C(=O)c1ccc([N+](=O)[O-])cc1 (stereo unspecified)	-2%	-23	13%	2%	7	-10%	-28%	16%
CCOc1cc(/C=C2\SC(=Nc3ccccc3)N(c3ccccc3)C2=O)ccc1OCC(=O)O	8%	1	-8%	5%	1	-3%	7%	15%
O=C(N/N=C(\c1ccccc1)c1ccccn1)c1cccc([N+](=O)[O-])c1	-70%[inhibitor]	-74*	-3%	?	-12	19%	?	-9%
O=C(CCNC(=O)N1CCn2c1nc1ccccc12)NCc1ccccc1	0%	7	7%	5%	2	3%	1%	-19%
O=C(CN1C(=O)C2C3C=CC(C3)C2C1=O)Nc1ccc2c(c1)OCCO2 (stereo unspecified)	5%	9	5%	-2%	0	-2%	0%	13%
COc1ccc(C(=O)CCC(=O)O)cc1	-4%	28	12%	14%	7	8%	2%	-25%
CC(Oc1ccc(Cl)cc1)C(=O)NCCCn1ccnc1 (stereo unspecified)	22%	21	7%	-6%	3	-2%	2%	-14%
Cc1cc(CNC(=O)COc2ccc([N+](=O)[O-])cc2)c2ccccc2n1	-11%	-8	3%	-29%	-3	10%	-1%	35%
C[C@H](CO)N1C[C@H](C)[C@H](CN(C)C(=O)c2ccncc2)OCc2cnnn2CCCC1=O	7%	2	4%	19%	5	2%	-1%	-36%
CCCCCNc1c(C(=O)OCC)c(=O)[nH]c2ccccc12	1%	64	-4%	5%	3	2%	-5%	6%
CCN(CC(=O)Nc1c(F)cccc1F)C(=O)c1nc2nccc(C)n2n1	6%	?	6%	6%	-4	-6%	-10%	-17%
CCOc1ccc2nc(NC(=S)N(C)C)sc2c1	-8%	14	7%	?	5	3%[57.1 µM]	-13%	-17%
O=C(Nc1ccccc1)Nc1cccc(-c2nnco2)c1	-8%	-17	4%	13%	-4	-9%	0%	-32%
CCn1nc(CC(=O)Nc2nnc(CC(=O)N3CCCC3)s2)c2ccccc2c1=O	4%	27	-6%	9%	-3	2%	2%	0%
Cc1ccc(SCc2c(C(=O)N/N=C/c3ccoc3)nnn2-c2nonc2N)cc1	-11%	7	19%	11%	5	-22%	1%	11%
COc1ccc(CN2CCN(C(=O)Cn3nc(C)n4cccc4c3=O)CC2)c(OC)c1OC	3%	13	2%	7%	2	11%	2%	-8%
CCC(=O)Nc1ccc(C(=O)CSc2nc(N)cc(N)n2)cc1	nt	2	10%	13%	5	2%	4%	7%
CCC(C(=O)OC)n1cnc2c(cnn2-c2ccc(Cl)cc2)c1=O (stereo unspecified)	7%	6	2%	17%	3	-2%	3%	38%
O=C(O)c1cccc(NS(=O)(=O)c2ccc(Cl)c(C(=O)O)c2)c1	-6%	7	2%	13%	1	-2%	-1%	22%
COC(=O)c1cn(C(=O)OC)c2ccccc12	-3%	17	4%	-5%	-3	7%	7%	3%
NC1=C([N+](=O)[O-])C(c2ccc(F)cc2)C2=C(CCCC2=O)O1 (stereo unspecified)	2%	0	5%	-8%[0.397 µM]	-4	-5%	4%	10%
O=C(NC1CCCCC1)C(c1ccccc1)N(Cc1ccco1)C(=O)Cn1cnc2ccccc21 (stereo unspecified)	4%	-24	-4%	7%	-1	-6%	1%	9%
CCc1cc(CNC(=O)C2CCC(=O)N(Cc3cccc(F)c3)C2)on1 (stereo unspecified)	-2%	15	2%	-6%	16	-1%	3%	-6%
O=C(Nc1nnc(S(=O)(=O)N2CCCc3ccccc32)s1)c1cccc(F)c1	-3%	nt	nt	19%	-12	nt	nt	-10%
O=C(Nn1c(C2CCCCC2)nc2ccccc2c1=O)c1ccc(Cl)c([N+](=O)[O-])c1	8%	-16	23%	1%	-2	-14%	1%	-8%
O=C(CSc1nccn1Cc1ccc(Cl)cc1)Nc1ccc2c(c1)OCCO2	6%	nt	nt	?	-3	nt	nt	17%
O=C(CCc1nnc(-c2ccsc2)o1)N1CCCCC1CCn1ccnc1 (stereo unspecified)	-7%	1	0%	-5%	9	1%	1%	2%
COc1ccc(-c2csc(CCn3nc(C)cc3C)n2)cc1OC	9%	6	-3%	24%	1	-6%	22%	-3%
C=Cc1ncc(OC)c2c1[nH]c1ccccc12	-6%	-8	12%	13%	1	-24%	9%	-25%
O=C(Nc1ccc(N2CCOCC2)cc1)c1cc2c(s1)CCCC2	-5%	-2	11%	19%[9.22 µM]	-24	-2%	-8%	?
CCN1/C(=C/c2ccc3cc(C)ccc3[n+]2CC)Sc2cc(C)c(C)cc21	-93%[inhibitor]	-15	6%	-95%[inhibitor]	2	4%	-64%[inhibitor]	25%
Cc1ccc(NC(=S)NCCN(C2CCCCC2)C2CCCC2)cc1C	3%	?	3%	6%	-25	-7%	0%	28%
O=S1(=O)N[C@H](Cc2ccccc2)COc2cc(N3CCC[C@@H]3CO)ccc21	-7%	-10	10%	12%	1	7%	14%	5%
O=C(CCNC(=O)c1ccccc1)NN=Cc1ccc(Br)o1	-6%	-15	13%	-21%	-15	-6%	-2%	30%
O=c1c2ccccc2sn1-c1ccc(Cl)cc1Cl	-77%[inhibitor]	-8	2%	-92%[inhibitor]	-6	11µM*	-80%[inhibitor]	3%
Cc1cccc(CSCc2nnc(N)s2)c1	23%	5	5%	?	1	8%	0%	3%
Cc1ccc(C(=O)NCc2ccccn2)cc1S(=O)(=O)N1CCOCC1	-4%	19	8%	16%	0	1%	?	-14%

Next section
SMILES	Abeta yeast res	D3 antag	EPAC2 agonist	TDP43 rescue	D3 ag	EPAC2 antagonist	aSyn rescue	FUS yeast rescue
CCn1c(N)c(Br)c(=O)[nH]c1=O	3%	-7	16%	-2%	-1	-2%	0%	-37%
COC(=O)c1ccc(CSc2nnc(N)s2)o1	17%	5	1%	-4%	-3	-3%	-9%	6%
Fc1ccc(Br)cc1C1C=C(c2ccc(Br)s2)Nc2ncnn21 (stereo unspecified)	-3%	-24	26%	12%	-8	46%[activator]	3%	?
COc1cc(Cl)c(C)cc1NC(=O)CSc1ccccc1	-3%	0	19%	0%	-11	-19%	8%	10%
CCN(CC)S(=O)(=O)c1ccc2oc(C(=O)NC(C)C)c(C)c2c1	6%	-1	-4%	10%	3	-3%	0%	21%
